NALP1 inh – inhibitors of NALP1 inflammasome in yeast. AID 2071. S. cerevisiae NALP1/ASC/caspase-1 growth, X-gal OD620, 72 h. 280,000 tested, 0.61% active. inhibition, % at 10 µM; in the data active = inhibition mostly above about 24%, no sharp cut-off; inactive = mostly below about 32%; note: some compounds called inactive have numbers as strong as hits
MEKK3 PB1 HTS – MEKK3-MEK5 PB1 interaction, increase or decrease; 290,000 tested, 1.4% active; binding response (% of control), % at 10 µM; bead-based flow cytometry, Alexa488-MEK5 binding to MEKK3; actives lie on both sides; 0 = blocked by unlabeled MEK5, 100 = vehicle;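 active = binding response more than 3 SD above or below the average of its plate-row segment, actives on both sides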;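 note: Alexa488 bead fluorescence after subtracting the streptavidin-only scavenger bead signal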
PHOSPHO1 block – blocks human PHOSPHO1 phosphatase activity | inhibition, % at 13.3 µM | recombinant PHOSPHO1, absorbance phosphatase assay | 290,000 tested, 1.1% active; in the data active = inhibition above about 60%
Target sequence (Q8TCT1 whole entry, looked up): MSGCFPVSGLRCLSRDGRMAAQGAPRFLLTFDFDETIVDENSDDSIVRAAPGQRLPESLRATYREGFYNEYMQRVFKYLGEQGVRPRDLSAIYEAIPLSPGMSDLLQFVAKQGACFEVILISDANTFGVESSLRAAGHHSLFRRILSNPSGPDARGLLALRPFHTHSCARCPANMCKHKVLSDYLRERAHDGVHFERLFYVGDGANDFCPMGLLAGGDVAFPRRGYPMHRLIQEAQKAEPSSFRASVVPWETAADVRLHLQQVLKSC
MEKK2mut PB1 HTS – signal of MEK5 binding to mutant human MEKK2 PB1 domain; bead flow cytometry, Alexa488-MEK5 binding to MEKK2 mutant; percent response, % at 10 µM; 290,000 tested, 0.35% active; in the data active = percent response above about 24%, passing the limit was not always enough; note: inactives centre near 1; some results filed as inactive read as strong as hits; reference of the scale not given here
MEKK2wt PB1 HTS – raises or lowers MEK5 binding to wildtype human MEKK2 PB1 domain; Q9Y2U5; 290,000 tested, 1.1% active; binding response (% of control), % at 10 µM; bead flow cytometry, Alexa488-MEK5 binding to MEKK2 WT; actives lie on both sides; in the data active = binding response below about 67% or above about 130%
PfM18AAP inh – blocks P. falciparum M18 aspartyl aminopeptidase. 290,000 tested, 1.2% active. AID 1822. recombinant PfM18AAP, H-Glu-NHMec fluorogenic cleavage. inhibition, % at 7.35 µM;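 active = inhibition above the campaign mean inhibition over all tested compounds plus 3 SD, cut at about 28% in these data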;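 note: 0% = plate median of test compound wells and 100% = 2 mM ZnCl2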
FID counter – counter-screen for HCV NS3 helicase inhibitors: DNA intercalator displacement; DNA fluorescent intercalator displacement, fluorescence; inhibition, % at 7.9 µM; 290,000 tested, 0.17% active; AID 1845; in the data active = inhibition above about 37%;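 note: 0% = vehicle and 100% = reference compound; higher means more ethidium bromide displaced from hairpin DNA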
GPR7 antagonist – human neuropeptides B/W receptor 1 antagonism; P48145; GPR7-expressing cells, fluorescence antagonist assay; inhibition, % at 4.4 µM; 290,000 tested, 1.1% active; in the data active = inhibition above about 16%, passing the limit was not always enough;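 note: cells stimulated with the agonist NPW; 0% = agonist with vehicle and 100% = vehicle without agonist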
Target sequence (P48145 whole entry, looked up): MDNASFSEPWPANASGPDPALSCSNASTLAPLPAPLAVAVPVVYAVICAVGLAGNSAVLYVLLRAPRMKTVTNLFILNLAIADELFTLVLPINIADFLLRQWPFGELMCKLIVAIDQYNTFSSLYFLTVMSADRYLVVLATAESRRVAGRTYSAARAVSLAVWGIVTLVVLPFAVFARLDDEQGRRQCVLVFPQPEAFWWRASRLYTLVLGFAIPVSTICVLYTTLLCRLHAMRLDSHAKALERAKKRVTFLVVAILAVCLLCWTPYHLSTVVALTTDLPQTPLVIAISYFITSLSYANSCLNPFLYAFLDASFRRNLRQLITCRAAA
OXTR ag – human OXTR agonism | P30559 | CHO-OTR cells, Fluo-8 calcium fluorescence; normalized: DMSO 0%, oxytocin 100% | activation, % at 3 µM | 320,000 tested, 0.32% active;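 active = activation above the mean of all tested compounds plus 3 SD, cutoff set per screening run, cut at about 20% in these data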;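 note: peak over basal fluorescence ratio from a 100 s FLIPR kinetic read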
Target sequence (P30559 whole entry, looked up): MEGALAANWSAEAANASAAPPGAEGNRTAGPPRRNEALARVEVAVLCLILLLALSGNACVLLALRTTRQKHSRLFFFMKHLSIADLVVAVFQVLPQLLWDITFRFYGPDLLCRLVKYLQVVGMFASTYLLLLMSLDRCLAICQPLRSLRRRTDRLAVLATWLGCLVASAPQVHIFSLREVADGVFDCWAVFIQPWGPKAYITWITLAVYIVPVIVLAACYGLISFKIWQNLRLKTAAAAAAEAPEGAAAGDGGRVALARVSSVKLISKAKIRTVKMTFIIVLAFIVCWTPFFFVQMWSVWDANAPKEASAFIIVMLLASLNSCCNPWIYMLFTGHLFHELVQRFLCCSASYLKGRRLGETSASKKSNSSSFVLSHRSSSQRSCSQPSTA
Numbers without * were called inactive; . = no result given; & = joins results of further samples.

A first look:
Value order: NALP1 inh | MEKK3 PB1 HTS | PHOSPHO1 block | MEKK2mut PB1 HTS | MEKK2wt PB1 HTS | PfM18AAP inh | FID counter | GPR7 antagonist | OXTR ag
> COC(=O)/C=C1/N/C(=N\c2nc(C)cc(C)n2)N(c2ccccc2)C1=O
→ 25.8 | 97.0 | -5.7 | -1.0 | 100.0 | 3.6 | -1.7 | -9.9 | -0.2
> O=C(NNC(=O)c1ccccc1C(=O)O)c1ccc(S(=O)(=O)N2CCCCC2)cc1
→ 9.0 | 103.0 | 18.4 | 6.0 | 101.0 | -1.5 | -18.9 | 8.0 | .

The whole of this part, from the first entry:
Value order: NALP1 inh | MEKK3 PB1 HTS | PHOSPHO1 block | MEKK2mut PB1 HTS | MEKK2wt PB1 HTS | PfM18AAP inh | FID counter | GPR7 antagonist | OXTR ag
> COC(=O)/C=C1/N/C(=N\c2nc(C)cc(C)n2)N(c2ccccc2)C1=O
→ 25.8 | 97.0 | -5.7 | -1.0 | 100.0 | 3.6 | -1.7 | -9.9 | -0.2
> O=C(NNC(=O)c1ccccc1C(=O)O)c1ccc(S(=O)(=O)N2CCCCC2)cc1
→ 9.0 | 103.0 | 18.4 | 6.0 | 101.0 | -1.5 | -18.9 | 8.0 | .
> Nc1c(S(=O)(=O)c2ccccc2)c2nc3ccccc3nc2n1/N=C/c1ccco1
→ 12.1 | 100.0 | 30.7 | 2.0 | 90.0 | 4.9 | 0.4 | -13.9 | 1.5
> Cc1cc(C(=O)NC2CC2)c2ccccc2n1
→ 13.1 | 108.0 | -0.8 | 0.0 | 106.0 | -4.3 | -9.4 | 2.2 | 0.1
> COc1ccc(-c2nnc3ccc(SCC(=O)N4CCCCCC4)nn23)cc1OC
→ . | 107.0 | 15.2 | 10.0 | 110.0 | . | . | . | 0.4
> CC(NC(=O)C(=O)N1CCCCC1)C(c1cccs1)N1CCN(Cc2ccccc2)CC1 (stereo unspecified)
→ 23.1 | 100.0 | 33.2 | 1.0 | 100.0 | -3.8 | -2.8 | -2.7 | 0.5
> COc1cccc(N2[C@@H](CC(C)=O)c3ccccc3S2(=O)=O)c1
→ . | 99.0 | . | -5.0 | 96.0 | . | . | . | -0.3
> O=C(Nc1ccc(Br)cc1)c1cccc(S(=O)(=O)Nc2cnc3ccccc3c2)c1
→ 32.2 | 101.0 | 5.7 | -1.0 | 98.0 | -5.8 | -6.7 | 9.0 | 6.3
> CC1=NN(C(=O)c2ccc(C)cc2)C(O)(C(F)(F)OC(F)(F)F)C1 (stereo unspecified)
→ 4.5 | 99.0 | 27.6 | 5.0 | 100.0 | 5.7 | -4.9 | -8.7 | -1.7
> O=c1cc(CN2CCN(S(=O)(=O)/C=C/c3ccccc3)CC2)c2ccc(O)cc2o1
→ -0.2 | 101.0 | 1.7 | 1.0 | 104.0 | -1.2 | -19.8 | -2.9 | 4.9
> Cc1ccccc1C(=O)N1CCN(c2ccc(NC(=O)c3ccco3)cc2)CC1
→ -4.1 | 95.0 | 10.8 | -3.0 | 94.0 | -3.0 | -32.2 | 10.0 | 1.7
> CSc1nc(-c2ccccc2)nn1S(=O)(=O)c1ccccc1
→ 2.5 | 107.0 | -9.2 | 2.0 | 103.0 | -4.4 | 2.2 | -11.2 | 0.5
> Cc1cc2c(cc1C)CSC(c1ccccc1OC(=O)C(C)(C)C)SC2
→ 4.0 | 108.0 | 13.8 | 6.0 | 107.0 | -0.7 | -18.8 | -22.8 | -2.2
> CCn1c(SCC(=O)N/N=C/c2ccccc2OCC(=O)O)nnc1-c1ccc(C(C)(C)C)cc1
→ -13.2 | 101.0 | 11.6 | 11.0 | 102.0 | 3.8 | -33.4 | -3.1 | 0.1
> N#Cc1cnc(SCC(=O)NNC(=O)COc2cccc3ccccc23)nc1N
→ 8.2 | 94.0 | -9.3 | 5.0 | 95.0 | 9.0 | -4.3 | -0.4 | 1.8
> CC1CCN(C(=O)CSc2nnc(Cc3ccccc3)o2)CC1
→ 28.2 | 95.0 | 6.1 | 1.0 | 95.0 | 3.5 | -14.7 | 5.7 | -0.6
> COc1ccc(C(=O)Nc2nc3cc4c(cc3s2)OCO4)c(OC)c1
→ . | 96.0 | 36.8 | -4.0 | 94.0 | -9.6 | 1.1 | -12.1 | 0.7
> CCOc1ccc2[nH]c3c(=O)n(CCC4=CCCCC4)cnc3c2c1
→ -38.3 | 104.0 | 27.3 | 5.0 | 103.0 | 3.7 | -4.5 | -2.9 | -1.9
> CCn1c(SCC(=O)Nc2ccccc2Br)nnc1-c1cnccn1
→ 30.8 | 100.0 | 10.0 | 3.0 | 100.0 | -8.1 | -22.6 | 5.2 | 0.4
> Cc1cc(OCC(=O)NCCCn2ccnc2)c2c(C)c(C)c(=O)oc2c1
→ 0.0 | 102.0 | 34.4 | 7.0 | 105.0 | -4.1 | 9.3 | -3.5 | -0.9
> CCCC(=O)Nc1ccc2c(c1)nc1n2CCOC1
→ 5.3 | 96.0 | 16.3 | -2.0 | 97.0 | 4.2 | -1.2 | -1.2 | 0.8
> Cc1ccsc1CNn1cnnc1SCc1ccccc1F
→ 7.4 | 76.0 | 20.1 | -6.0 | 82.0 | -6.8 | -12.9 | 17.2 | -1.2
> COc1ccc(S(=O)(=O)N2CCN(C3CCCCCCC3)CC2)cc1
→ 5.4&-17.1 | 103.0&106.0 | -6.8&24.4 | 5.0&6.0 | 103.0&109.0 | -0.9&4.9 | 7.0&11.4 | -10.3&-1.5 | -1.6
> CC(=O)c1c(N2CCCC2)nc(=S)n(-c2ccccc2)c1C
→ 37.5* | 102.0 | 3.9 | 7.0 | 105.0 | 4.2 | 0.8 | -5.1 | 0.4
> C/C(=N\NS(=O)(=O)c1ccc(C)cc1)c1ccc(C)s1
→ 0.0 | 102.0 | 44.8 | 1.0 | 102.0 | 6.2 | -11.3 | -8.5 | -1.8
> c1cncc(CNc2nc(-c3cccnc3)nc3ccccc23)c1
→ 11.3 | 100.0 | 6.5 | 3.0 | 104.0 | -7.7 | -15.5 | -3.0 | 0.1
> CCC(=O)OCCNc1nc(-c2ccccc2)nc2ccccc12
→ -3.1 | 99.0 | -12.2 | -13.0 | 93.0 | 2.2 | 9.9 | -3.5 | -0.9
> O=C(O)c1cc(-c2cccs2)nn1-c1ccc(F)cc1
→ 4.9 | 94.0 | 1.1 | -13.0 | 84.0 | -6.8 | -6.9 | -17.5 | -0.6
> COc1ccc(NC(=O)CCSc2ccc3ccccc3n2)cc1
→ 22.6 | 93.0 | 1.4 | -3.0 | 91.0 | 1.9 | -13.0 | -5.7 | -1.6
> CN(C(=O)C1CCCN(S(=O)(=O)c2cccc([N+](=O)[O-])c2)C1)C1CCS(=O)(=O)C1 (stereo unspecified)
→ -3.1 | 100.0 | 28.3 | -8.0 | 93.0 | -1.6 | 5.2 | 4.4 | -0.3
> CCOc1ccc(S(=O)(=O)NC(Cc2c[nH]c3ccccc23)C(=O)O)cc1 (stereo unspecified)
→ 4.4 | 103.0 | 18.4 | 5.0 | 112.0 | -10.7 | -11.3 | 11.9 | 0.7
> CCCOc1ccc(/C(O)=C2/C(=O)C(=O)N(c3cc(C)on3)C2c2ccc(C(=O)OC)cc2)cc1 (stereo unspecified)
→ 10.5 | 104.0 | 13.8 | 3.0 | 104.0 | -2.9 | -22.1 | -4.6 | -0.2
> COCCn1c(SCC(=O)Nc2cc(C)cc(C)c2)nc2ccccc2c1=O
→ 8.4 | 110.0 | 44.4 | 5.0 | 112.0 | -0.4 | -22.7 | -0.3 | -2.4
> O=C(O)/C(=C\c1ccc(Cl)cc1)c1ccc(F)cc1
→ -35.2 | 100.0 | 10.8 | -2.0 | 96.0 | 5.0 | -17.2 | 0.3 | 0.0
> COc1ccc(-c2cc(C(F)(F)F)n3nc(C(=O)N4CCCCC4)cc3n2)cc1OC
→ 7.9 | 102.0 | 4.4 | 5.0 | 102.0 | -0.6 | -18.7 | 6.8 | -2.0
> COc1ccc(S(=O)(=O)N(Cc2cc3ccc(OC)cc3[nH]c2=O)CC2COCCO2)cc1 (stereo unspecified)
→ 5.8 | 100.0 | 13.2 | 7.0 | 98.0 | -2.1 | -5.5 | -8.6 | -1.4
> Cc1ccccc1NC(=O)CN1C(=O)N/C(=C\c2ccccc2OCc2ccc(C(=O)O)cc2)C1=O
→ 25.4 | 102.0 | -52.2 | -7.0 | 96.0 | -0.9 | -27.4 | -0.3 | 0.0
> CCN(CC)c1ccc(C=C(c2nnnn2-c2ccc(C)cc2)c2nnnn2-c2ccc(C)cc2)cc1
→ 17.3 | 131.0* | -9.0 | 1.0 | 102.0 | -14.1 | 0.9 | -8.0 | 1.1
> Cc1ccc(S(=O)(=O)c2c(N)n(NC(=O)c3ccco3)c3nc4ccccc4nc23)cc1
→ 7.8 | 102.0 | 11.4 | -4.0 | 96.0 | 6.3 | -12.0 | -5.5 | 0.5
> CC(=O)c1c(COC(=O)c2ccncc2)nc2ccccc2[n+]1[O-]
→ 7.4 | 94.0 | 16.7 | 0.0 | 94.0 | -4.6 | -1.3 | -2.4 | -0.1
> CCCCCC(=O)Nc1cc(N(C)C)nc2ccccc12
→ 14.4 | 100.0 | 5.8 | -2.0 | 101.0 | -9.2 | 16.0 | 9.5 | -1.8
> Cc1cc(OCC(=O)N2CCN(c3ccc(F)cc3)CC2)c2c(C)cc(=O)oc2c1
→ 2.3 | 102.0 | 23.9 | 5.0 | 104.0 | 2.2 | -8.0 | -12.3 | 0.0
> O=[N+]([O-])c1ccc(Oc2ccc(S(=O)(=O)N3CCCCC3)cc2)cc1
→ 11.2 | 97.0 | -4.4 | -1.0 | 99.0 | 3.3 | -3.6 | -11.3 | 4.8
> COc1ccccc1NC(=O)C1CCCN(S(=O)(=O)c2c(C)noc2C)C1 (stereo unspecified)
→ 3.9 | 103.0 | 18.4 | 3.0 | 101.0 | -0.1 | -22.3 | 6.3 | 1.2
> Cc1ccc(NC(=O)C(OC(=O)c2ccc(C=O)cc2)c2ccccc2)cc1Cl (stereo unspecified)
→ 29.6 | 93.0 | 3.4 | -3.0 | 90.0 | 5.5 | 21.3 | 16.9 | 0.2
> Cc1cc(OC(F)F)ccc1NC(=S)NCCc1ccccc1
→ 6.0 | 100.0 | -4.0 | -4.0 | 100.0 | 16.1 | -12.1 | 5.8 | 3.2
> COc1cccc(OC(=O)c2cc3ccccc3oc2=O)c1
→ -0.8 | 85.0 | 49.4 | -13.0 | 80.0 | 0.9 | -2.2 | 9.0 | -0.2
> CN(CC(=O)Nc1ccc(F)cc1)C(=O)COc1ccc(C(=O)c2ccccc2)cc1
→ 9.1 | 117.0 | -17.6 | 1.0 | 104.0 | 6.6 | -3.8 | -1.8 | 5.3
> CCOC(=O)c1cc(Sc2ccccc2N)cc(C(=O)OCC)n1
→ 16.5 | 104.0 | 25.4 | -1.0 | 104.0 | 10.8 | -20.2 | 3.6 | 2.4
> NC(=O)c1ccc(NS(=O)(=O)c2ccc3ccccc3c2)cc1
→ 11.4 | 100.0 | . | 11.0 | 100.0 | 0.2 | -7.1 | -3.4 | 2.2
> COc1nc(Nc2ccc(OC)c(Cl)c2)nc(OC)n1
→ 20.7 | 103.0 | 6.3 | 7.0 | 105.0 | -1.0 | -4.7 | -17.4 | -2.5
> Cn1ncc(Br)c1C(=O)Nc1ccc(F)cc1F
→ 1.3 | 112.0 | 15.0 | 2.0 | 99.0 | 6.1 | -3.0 | -6.7 | -1.3
> C/C(=N\NC(=O)c1nnn(-c2nonc2N)c1CSc1ccccc1)c1cccnc1
→ -5.6 | 100.0 | -14.9 | 0.0 | 104.0 | 2.7 | -26.3 | 9.8 | 3.2
> CCn1c(C)c(C(C)=O)c(SC)nc1=S
→ 9.1 | 101.0 | 11.8 | 1.0 | 97.0 | 0.3 | 2.8 | -1.1 | -0.7
> CC(C)NC(=O)c1ccc2c(=O)n(CC3CCCO3)c(=S)[nH]c2c1 (stereo unspecified)
→ 5.0 | 95.0 | -2.7 | -8.0 | 92.0 | -0.7 | -8.9 | 17.4* | -0.8

From PubChem
